Screening results as filed in PubChem BioAssay.
Glyco luc inh = N-linked glycosylation inhibition; D54 ERlucT glycosylation luciferase reporter, 24 h; percent of 100 nM tunicamycin response; reporter increase, % at 12.5 µM; hit rate 0.23% among 360,000;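 active = mean luciferase reporter signal, scaled so untreated is 0 and the glycosylation-blocking control 100, at or above a set limit in every replicate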;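 also: luciferase carries N-glycosylation sites so blocking glycosylation raises the light; 0% = median of neutral control wells and 100% = median of 100 nM tunicamycin wells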
HTR2A ag = mouse HTR2A agonism via beta-arrestin recruitment; P35363; AID 624169; activation, % at 7.6 µM; CHO-K1 mHTR2A beta-arrestin complementation, luminescence; percent of 30 µM serotonin response; hit rate 0.66% among 360,000;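 active = activation above a run cutoff, the mean activation of all tested compounds plus 3 SD, cut at about 14% in these data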;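 also: 0% = plate median of compound wells and 100% = 30 µM serotonin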
Target sequence (P35363 whole entry, looked up): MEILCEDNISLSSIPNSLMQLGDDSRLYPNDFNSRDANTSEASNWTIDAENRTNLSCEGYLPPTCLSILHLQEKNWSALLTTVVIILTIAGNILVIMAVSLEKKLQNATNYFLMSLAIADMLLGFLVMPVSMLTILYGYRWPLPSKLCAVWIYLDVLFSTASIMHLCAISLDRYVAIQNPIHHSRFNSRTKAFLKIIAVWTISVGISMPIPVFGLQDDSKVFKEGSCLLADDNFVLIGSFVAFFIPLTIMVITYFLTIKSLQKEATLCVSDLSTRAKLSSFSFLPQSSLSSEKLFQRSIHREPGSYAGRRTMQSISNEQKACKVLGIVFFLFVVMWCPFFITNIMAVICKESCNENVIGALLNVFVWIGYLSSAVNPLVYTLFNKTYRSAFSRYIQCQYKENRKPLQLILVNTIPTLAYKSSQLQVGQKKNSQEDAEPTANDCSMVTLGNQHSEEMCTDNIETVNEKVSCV
MC4R antagonist = blocks human MC4R cAMP signaling. P32245. MC4R-expressing cells, MTII-stimulated cAMP, LANCE TR-FRET. inhibition, % at 6.5 µM. hit rate 0.48% among 360,000. AID 540295;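 active = inhibition above its plate's cutoff, the mean of tested wells on that plate plus 3 SD, cut at about 29% in these data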;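 also: 0% = Melanotan II alone and 100% = Melanotan II plus saturating MCL0020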
Target sequence (P32245 whole entry, looked up): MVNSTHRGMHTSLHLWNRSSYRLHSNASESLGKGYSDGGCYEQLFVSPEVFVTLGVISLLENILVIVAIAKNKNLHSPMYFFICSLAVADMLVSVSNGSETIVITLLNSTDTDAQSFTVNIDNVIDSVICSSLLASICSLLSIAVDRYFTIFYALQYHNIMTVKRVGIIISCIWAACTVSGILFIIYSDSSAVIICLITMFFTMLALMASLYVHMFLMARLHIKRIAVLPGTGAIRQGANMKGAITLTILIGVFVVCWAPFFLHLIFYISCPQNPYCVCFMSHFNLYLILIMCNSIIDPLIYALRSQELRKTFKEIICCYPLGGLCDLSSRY
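system = U2OS cells with stable human MC4R expression | also added = Melanotan II challenge after compound preincubation | dosing = one concentration, 6.5 µM nominal | incubation = compound 30 min, challenge 1 h, detection 1 h | measured by = TR-FRET with Eu-cAMP and labeled anti-cAMP, 671 nm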
Cardio protect = modulators protecting cardiomyocytes from myocardial damage. H9c2 cardiomyocytes, H2O2 injury protection, ATPLite, 2 h. protection from H2O2 cell death, % at 20 µM. hit rate 0.63% among 360,000. AID 588492;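 active = compounds giving at least 50% protection of heart cells from peroxide-induced death in the single-dose screen, raw or plate-pattern-corrected value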;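 also: 0% = DMSO wells with peroxide and 100% = DMSO wells without peroxide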
aDG glyco act = increases alpha dystroglycan glycosylation; hit rate 0.22% among 360,000; activation, % at 10 µM; Pro5-aDG cells, alpha-DG glycosylation AlphaScreen (IIH6); 0% Pro5, 100% B10-LARGE cell signal; AID 624168;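 active = activation of at least 8% versus controls, or a plate z-score of at least 8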;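 also: Pro5 are CHO cells carrying HIG-tagged alpha-DG that lacks glycosylation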
MC4R barr agon = human MC4R agonism via beta-arrestin | P32245 | U2OS MC4R beta-arrestin complementation, luminescence; percent of melanotan II response, DMSO zero | activation, % at 8.9 µM | hit rate 0.98% among 360,000;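 active = activation above a per-plate cutoff, the mean activation of sample wells on that plate plus 3 SD, cut at about 8% in these data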
Granule exo inh = lytic granule exocytosis inhibition; hit rate 0.66% among 360,000; inhibition, % at 10 µM; TALL-104 LAMP-1 surface exposure, flow cytometry; cells stimulated with thapsigargin and PMA;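 active = inhibition above about 55%, limit read from the data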
ABCB6 inh MLPCN = inhibitors of human ABC transporter ABCB6; fluorescence ratio to DMSO, % at 10 µM; hit rate 0.19% among 360,000; Q9NP58; K562-ABCB6 porphyrin accumulation, flow cytometry, 1 h; hits give low values; AID 602162;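 active = fluorescence ratio to DMSO below 75%, the collection mean minus 3 SD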;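 also: signal is porphyrin accumulated inside mitochondria; 100% equals median channel fluorescence of DMSO control wells; lower ratio means ABCB6 inhibition with less porphyrin fluorescence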
hiPSC survival = hiPSC single-cell survival enhancement. ATPlite luminescence; 100% = ROCK inhibitor wells, 0% = DMSO. survival enhancement, % at 20 µM. hit rate 0.044% among 360,000. AID 602274; in the data active = survival enhancement above about 18%;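 also: cells exposed to compounds for 16 hours before the ATP read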
ABHD5 PLIN5 PPI = blocks binding of human ABHD5 to perilipin-5; Split G. princeps luciferase complementation, luminescence, 4 h; hit rate 0.78% among 360,000; inhibition, % at 4 µM;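 active = inhibition above the mean inhibition across every tested compound plus 3 SD, cut at about 22% in these data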;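 also: 0% = DMSO only wells and the 100% control is not disclosed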
The depositor's hits bear a star; / = not tested or not shown.

SMILES	Glyco luc inh	HTR2A ag	MC4R antagonist	Cardio protect	aDG glyco act	MC4R barr agon	Granule exo inh	ABCB6 inh MLPCN	hiPSC survival	ABHD5 PLIN5 PPI
COc1cc(/C=C/C(=O)OCC(=O)NCC2CCCO2)ccc1OCC#N (stereo unspecified)	0	0	4	2	-0.3	-1.3	-2	100	-0.5	0
Cn1c(N)c(Sc2ccc([N+](=O)[O-])cc2)c(=O)n(C)c1=O	1	3	3	5	0.0	-1.6	-8	99	-0.6	-4
COC(=O)C[C@@H]1C[C@H]2c3cc(NS(=O)(=O)c4ccccc4)ccc3O[C@H]2[C@@H](CO)O1	2	-2	18	1	0.0	0.2	0	99	-1.8	1
CC(=O)NC1(c2ccccc2)CCN(c2cc(C)nc(-c3ccccc3)n2)CC1	2	-1	-4	11	0.1	1.2	9	97	-0.9	11
C/C(=N\NC(=O)CSc1nc2ccccc2[nH]1)c1ccncc1	3	-7	2	9	-0.2	-0.5	-4	96	-0.2	3
Cn1nccc1C(=O)N1CCc2c([nH]c3ccccc23)C1c1ccc(F)cc1 (stereo unspecified)	-2	-4	4	5	0.7	-0.4	0	84	-0.2	1
CCCC(=O)Nc1ccccc1-c1nnn(CC(=O)Nc2ccc(OCC)cc2)n1	-2	-1	4	-4	1.1	6.7	6	94	1.6	-10
O=C(c1ccc(N2C(=O)C3CC=C(Cl)CC3C2=O)cc1)N1CCCCC1 (stereo unspecified)	0	-5	0	6	0.7	0.2	-3	103	0.6	2
Brc1cc2c(cc1C1OCCCO1)OCO2	2	0	-1	3	0.0	-0.7	7	90	3.3	2
Cc1cc(C)c(S(=O)(=O)N2CCN(C(=O)c3c(C)noc3C)CC2)c(C)c1	-1	-1	6	5	0.3	-1.2	-4	99	0.1	-2
Cc1noc(C)c1COc1ccc(C(=O)NCc2ccccn2)cc1	2	5	7	-3	-0.1	-0.4	0	94	0.8	1
NC(N)=NNC(=O)c1ccccc1Cl	3	1	4	3	0.0	-1.8	-5	97	-0.4	0
Cc1c(C(=O)O)sc2nc3n(c(=O)c12)CCC(C)CC3 (stereo unspecified)	1	6	5	5	0.3	-1.4	-1	105	-0.1	13
CCCNC(=O)CN(c1ccc(F)cc1)S(=O)(=O)c1ccc2c(c1)OCCO2	3	6	3	10	-0.3	-0.2	-2	99	-0.6	2
CCCc1c(-c2ccc(O)cc2)nn(-c2ccc(O)cc2)c1-c1ccc(O)cc1	5	-2	-1	16	0.1	5.5	10	109	5.1	-5
COc1ccc(OCC(=O)Nc2nnc(S(=O)(=O)N3CCCCCC3)s2)cc1	1	6	16	-15	-0.3	2.1	2	99	1.6	-3
CC(C)CC(=O)Nc1nnc(-c2ccco2)s1	0	1	6	4	-0.2	3.4	0	98	-0.1	-2
O=C(O)c1ccc2c3c(cccc13)C(=O)N(c1cccc3ccccc13)C2=O	1	4	5	2	-0.2	-3.2	-1	95	-1.1	6
O=C1[C@H]2[C@@H](c3ccc(C(F)(F)F)cc3)N[C@]3(CCCN(Cc4ccc(Cl)cc4)C3=O)[C@H]2C(=O)N1Cc1ccccc1	-3	5	9	-14	0.4	-1.2	6	99	2.5	-5
CC(Oc1ccc(S(=O)(=O)N2CCCC2)cc1[N+](=O)[O-])C(=O)NC1(C#N)CCCCC1 (stereo unspecified)	-1	-4	5	4	0.1	0.9	-1	91	0.2	3
CCn1c(SCC(=O)NCCc2ccccc2)nnc1C(C)C	0	0	-2	4	0.2	-2.7	2	95	-0.4	3
NC(=O)c1ccc(SCC(=O)NC2CCCCC2)c([N+](=O)[O-])c1	-1	3	-1	-2	-0.1	2.6	3	87	-0.7	11
CCS(=O)(=O)c1ncc(CO)n1CCc1ccccc1	1	-7	1	0	-0.1	-1.4	2	96	-0.2	4
CCOc1cc2[nH]c(=S)n(CCN3CCCCC3C)c(=O)c2cc1OCC (stereo unspecified)	-2	-2	1	-3	0.4	-0.2	-2	99	-1.2	-3
CCC(=O)N1CCc2cc(S(=O)(=O)NC(Cc3ccccc3)C(=O)NC3CCCCC3C)ccc21 (stereo unspecified)	-2	0	3	5	0.4	0.9	2	97	1.6	-4
O=C(CN1CCCCCC1)N/N=C/c1ccc2ccccc2c1	0	2	18	-1	0.0	1.1	-3	99	-0.3	0
Nc1nc(=O)n(C2CCCO2)cc1Br (stereo unspecified)	0	2	-7	3	0.0	-0.5	11	105	1.7	-9
CCOc1cc(C2C3=C(CCCC3=O)N(C)C3=C2C(=O)CCC3)cc(Cl)c1O	1	1	8	1	-0.2	2.5	-2	111	0.3	-3
O=C(Nc1ccc(F)cc1F)c1cc(Cl)sc1Cl	0	1	-1	-2	-0.1	-1.6	-8	90	-0.2	2
CCOC(=O)N1CCN(C(=O)c2ccccc2NC(=O)c2ccc(OC)cc2)CC1	0	1	4	2	-0.2	-0.4	-2	98	-3.1	5
CCCCC(=O)C1=C(N2CCCC2)CC(C)(C)CC1=O	1	-1	5	6	-0.1	-2.6	-1	98	-0.6	-1
Cc1[nH]c(=S)[nH]c(=O)c1Cc1c(O)ccc2ccccc12	2	1	9	-7	-0.1	-1.8	0	100	-0.5	-1
O=C(Nc1ccc2c(c1)OCO2)C1CCCN1C(=O)Nc1ccccc1 (stereo unspecified)	1	5	-2	-1	-0.1	-1.1	-22	97	-0.6	-1
CC1C(c2ccccc2)C(C#N)(C#N)C2(C#N)C(=O)NC1(N)C2C (stereo unspecified)	0	1	1	8	0.0	-1.5	4	100	1.0	1
CN(C)/C=C/C(=O)c1cccc(Cl)c1	4	0	1	-3	0.1	-1.9	2	98	3.8	7
CC(C)COC(=O)NCCOC(=O)Nc1cccc(Cl)c1	-1	5	5	-22	1.5	-2.0	-3	96	-1.6	-4
COc1ccc(/C=C2/SC(=S)N(CCCC(=O)Nc3ccccc3C(=O)O)C2=O)cc1	0	0	-1	0	-0.1	-1.1	6	102	0.1	2
Cn1c(NC(=O)C[n+]2cc(-c3ccccc3)n3c2CCC3)cc(=O)n(C)c1=O	5	1	15	9	-0.2	0.9	-2	100	-0.6	2
O=C(c1cc(-c2ccc3c(c2)OCO3)on1)N1CCCCC1	-18	3	-8	-10	0.0	-1.9	-5	91	-0.1	-7
CNS(=O)(=O)c1ccc2c(c1)oc(=O)c1cc(S(=O)(=O)NC)ccc12	2	-5	-3	10	0.6	0.1	-1	103	1.6	-2

Reprinted from the part before: 2 compounds, followed by the next part.
SMILES	Glyco luc inh	HTR2A ag	MC4R antagonist	Cardio protect	aDG glyco act	MC4R barr agon	Granule exo inh	ABCB6 inh MLPCN	hiPSC survival	ABHD5 PLIN5 PPI
O=C(c1cc(-c2ccc3c(c2)OCO3)on1)N1CCCCC1	-18	3	-8	-10	0.0	-1.9	-5	91	-0.1	-7
CNS(=O)(=O)c1ccc2c(c1)oc(=O)c1cc(S(=O)(=O)NC)ccc12	2	-5	-3	10	0.6	0.1	-1	103	1.6	-2
CN(C)C(CNC(=O)c1cc(-c2ccco2)nc2ccccc12)c1ccccc1 (stereo unspecified)	7	2	11	0	0.5	-1.6	-3	102	0.4	6
CCCn1nc2cc(C(=O)NCC34CC5CC(CC(C5)C3)C4)ccc2c1OCC	0	-3	-1	0	0.3	1.4	-2	99	-2.0	-2
c1ccc(-c2noc(CN3CCc4sccc4C3)n2)cc1	-1	0	11	7	-0.3	-2.4	0	88	-0.1	-4
COc1ccc2cc(Br)ccc2c1CC(=O)NCC1CCCO1 (stereo unspecified)	-7	-3	16	-6	0.7	-0.2	-2	105	1.7	-3
O=C(Cn1nc(C(=O)O)c2ccccc2c1=O)NCc1ccco1	1	-1	-6	22	0.1	1.9	0	106	-3.7	2
CN(C(=O)c1ccccc1)C1c2c(ccc3ccccc23)OCC1CO (stereo unspecified)	0	2	5	-6	0.0	3.9	-10	98	0.0	2
Cc1ccc(NC(=S)C2=C(O)c3ccccc3N(C)S2(=O)=O)cc1	2	-3	-1	-7	-0.3	-1.2	-1	84	5.3	-13
CN(c1ccccc1)S(=O)(=O)c1cccc(C(=O)NNC(=O)c2ccccc2)c1	1	3	12	-20	0.6	-1.5	-3	94	-0.6	-1
CC(C)c1cc(Cn2c3ccccc3c(=O)n2C(C)Cn2cc(CCc3ccccc3)nn2)on1 (stereo unspecified)	/	-2	/	/	0.0	/	5	/	/	2
COC(=O)c1n[nH]nc1-c1ccccc1	0	0	7	3	1.7	-3.7	1	103	-0.5	-3
CC1(C)COC(Cc2ccccc2)=N1	1	-3	12	3	-0.3	-1.1	-4	98	1.4	2
CC(C)(C)[C@H]1COC(=O)[C@@H](Cc2ccc(F)cc2)C/C=C\C[C@@H](CC(=O)N[C@H](CO)Cc2ccccc2)C(=O)N1	1	8	14	3	0.2	-1.4	-1	95	-1.0	2
CCOC(=O)c1c(NC(=O)CN2CCN(C(=O)C3CCCO3)CC2)sc(C)c1C (stereo unspecified)	-1	3	7	5	0.2	1.4	5	96	1.4	-5
Cc1nn(Cc2ccccc2)c(C)c1CNC(=O)CN=C1NS(=O)(=O)c2ccccc21	0	1	-3	13	0.1	0.5	6	104	0.7	-8
COc1ccc(Nc2nc(N)nc(CN3CCc4ccccc4C3)n2)cc1	10	-6	-16	26	1.1	0.3	2	102	-5.3	6
COc1ccc(NS(=O)(=O)c2cccc(N/C(=N\S(=O)(=O)c3ccccc3)c3ccc(F)cc3)c2)cc1	-1	-5	11	2	0.1	-2.5	4	97	-3.1	4
Oc1c(Br)cc(Br)cc1/C=N/c1nccs1	-1	3	0	57*	-0.1	-1.8	1	96	0.2	-19
CC1ON=C(c2ccccn2)N(Cc2ccc(S(C)(=O)=O)cc2)C1=O (stereo unspecified)	5	3	7	1	-0.1	-0.2	-3	107	0.1	3
CCOc1ccc(S(=O)(=O)NCc2ccncc2)cc1NC(=O)c1ccccc1F	0	2	3	-6	0.0	-0.6	-21	100	0.2	-6
CN(C)c1ccc(CNC(=O)CC[C@H]2O[C@@H](n3cnc4c(NC(=O)c5ccccc5)ncnc43)[C@H](O)[C@@H]2O)cc1	2	-1	/	3	-0.4	/	0	99	3.2	-7
O=C(NNC(=S)NCc1ccco1)c1ccccc1Br	0	1	3	7	0.4	-6.7	-30	96	-0.3	3
Cc1nnsc1C(=O)Nc1cccc(Cl)c1Cl	3	-2	10	2	0.0	1.2	-1	98	-1.3	-2
CN(C(=O)COC(=O)c1ccccc1SCC(=O)N1CCCC1)C1CCS(=O)(=O)C1 (stereo unspecified)	2	-1	6	0	0.0	-0.9	-1	99	-0.3	-4
COc1ccc(C(=O)Nc2ccc(S(=O)(=O)NC(C)C)cc2)cc1	-2	-8	-2	-8	0.1	0.0	-11	97	-1.5	4
CCc1cc(OCCCSc2nc(C)cc(=O)[nH]2)ccc1Cl	1	4	3	-12	0.1	-0.1	0	77	2.9	1
COc1cc(C)ccc1OCC(=O)Nc1ccc2c(c1)OCO2	0	-3	3	-9	0.4	0.0	3	91	-0.1	-7
O=C(O)Cn1nc(C(F)(F)F)c2c1CCCC2	1	-3	2	1	-0.4	-1.2	2	100	0.1	0
